MKP-3 inhibition: inhibition of rat DUSP6 enzyme activity – biochemical, in vitro, primary screen (AID 425) | recombinant MKP-3 phosphatase activity, fluorescence; higher % means a stronger effect | inhibition, % at 20 µM, or IC50 in µM where a hit was titrated | actives 0.17% (n = 110,000); in the data active means inhibition above about 50%;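 further: plate controls were vehicle for no effect and reference inhibitor for full effect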
Hsp70 displacement: small molecules displacing fluorescent ligand from Hsp70 – biochemical, fluorescence polarization, primary screen (AID 583). actives 0.06% (n = 140,000). Hsp70 fluorescence polarization probe displacement, mP; higher % means a stronger effect. one-dose displacement, % at 20 µM; IC50 in µM for titrated hits; in the data active means displacement above about 50%;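 further: plate controls were vehicle for no effect and reference ligand for full effect; a part of the inactive calls stands beside numbers as strong as those of hits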
* marks the source's active call; other numbers are inactive results; · = not tested or not shown; & = joins results of further samples. An excerpt. The share of hits here may be higher or lower than overall.

MKP-3 inhibition | Hsp70 displacement | structure
0% | · | CNCCCN1c2ccccc2CCc2ccccc21
2% | -9.3% | COc1cc(C2/C(=C(\O)c3ccc([N+](=O)[O-])cc3)C(=O)C(=O)N2CCCCCC(=O)O)ccc1O (configuration not stated)
-12%&-6%&-9% | 1.7%&1.4% | Cc1ccc(N(CC2=NCCN2)c2cccc(O)c2)cc1
-6% | -0.2% | CN(C)CCCC1(c2ccc(F)cc2)OCc2cc(C#N)ccc21 (configuration not stated)
-3% | 1.4% | CCC(NC(C)C)C(O)c1ccc(O)c2[nH]c(=O)ccc12 (configuration not stated)
2% | -1.4% | COC(=O)C1=C(C)NC2=C(C(=O)c3ccccc32)C1c1ccc(-c2ccccc2[N+](=O)[O-])o1 (configuration not stated)
3% | -6.0% | O=C(c1ccc(S(=O)(=O)c2ccccc2)cc1)N1CCOCC1
1% | 2.8% | CC1(c2ccccc2)CC(C)(C)N(C(=O)CN2CCOCC2)c2ccccc21 (configuration not stated)

Reprinted at random: two records from the list, in no set order.
MKP-3 inhibition | Hsp70 displacement | structure
1% | 2.8% | CC1(c2ccccc2)CC(C)(C)N(C(=O)CN2CCOCC2)c2ccccc21 (configuration not stated)
-6% | -0.2% | CN(C)CCCC1(c2ccc(F)cc2)OCc2cc(C#N)ccc21 (configuration not stated)

Some of the entries so far, with bars between the fields:
compound | MKP-3 inhibition | Hsp70 displacement
CC1(c2ccccc2)CC(C)(C)N(C(=O)CN2CCOCC2)c2ccccc21 (configuration not stated) | 1% | 2.8%
CN(C)CCCC1(c2ccc(F)cc2)OCc2cc(C#N)ccc21 (configuration not stated) | -6% | -0.2%
